Pol iota inh – qHTS for Inhibitors of Polymerase Iota; DNA polymerase iota (Homo sapiens), Q9UNA4; Pol iota fluorescent replication assay, 10 min; Potency, µM (highest dose often 115 µM), for the others: at the top dose activity, negative = inhibition, usual class: inhibitors; 390,000 compounds, 1% hits; AID 588590, 2011
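Pol iota at 10 nM preincubated 15 min with compounds at room temperature; reaction started with fluorescent substrate, 50 nM final. Fluorescence read kinetically at 0 and 10 min; buffer-only wells as negative control.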
Pol kappa inh – qHTS for Inhibitors of Polymerase Kappa | DNA polymerase kappa (Homo sapiens), Q9UBT6 | purified Pol kappa, fluorescent DNA synthesis assay, 10 min | Potency, µM (titrated, usually from 107 µM), without a hit: at the top dose activity, negative = inhibition, most hits filed as inhibitors | 400,000 compounds, 0.53% hits | AID 588579, 2011; also: % is scaled to controls: 0 for no effect and ±100 for the full control effect
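Inhibition of 10 nM Pol kappa is measured by a fluorescent read-out at 0 and 10 min following addition of 50 nM substrate (final), with a 15-min room-temperature compound preincubation.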
POLH inh – qHTS for Inhibitors of Polymerase Eta. DNA polymerase eta (Homo sapiens), Q9Y253. recombinant Pol eta, fluorescent DNA replication assay. Potency, µM (top dose mostly 114 µM), for the others: at the top dose activity change, negative = inhibition, actives largely listed as inhibitors. 390,000 compounds, 1.2% hits. AID 588591, 2011; also: % is scaled to controls: 0 for no effect and ±100 for the full control effect
Target sequence (Q9Y253 whole entry, looked up): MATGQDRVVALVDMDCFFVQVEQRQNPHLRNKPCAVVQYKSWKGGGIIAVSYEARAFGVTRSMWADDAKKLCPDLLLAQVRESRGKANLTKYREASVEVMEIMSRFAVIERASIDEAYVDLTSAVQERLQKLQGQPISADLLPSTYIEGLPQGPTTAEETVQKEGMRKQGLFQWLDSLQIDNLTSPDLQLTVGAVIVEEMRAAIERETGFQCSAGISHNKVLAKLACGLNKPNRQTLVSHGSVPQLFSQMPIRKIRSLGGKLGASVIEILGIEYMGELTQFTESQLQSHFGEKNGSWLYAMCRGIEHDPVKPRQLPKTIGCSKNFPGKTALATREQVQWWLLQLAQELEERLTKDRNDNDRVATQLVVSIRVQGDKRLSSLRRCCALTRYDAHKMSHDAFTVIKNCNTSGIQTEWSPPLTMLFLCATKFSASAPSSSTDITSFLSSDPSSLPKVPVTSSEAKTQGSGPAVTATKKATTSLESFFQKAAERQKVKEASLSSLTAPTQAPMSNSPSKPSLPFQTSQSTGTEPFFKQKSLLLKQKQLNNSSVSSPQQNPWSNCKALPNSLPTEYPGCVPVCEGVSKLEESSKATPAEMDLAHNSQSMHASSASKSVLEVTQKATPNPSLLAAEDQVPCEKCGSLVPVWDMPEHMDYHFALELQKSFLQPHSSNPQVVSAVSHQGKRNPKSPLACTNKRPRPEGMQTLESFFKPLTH
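Pol eta at 10 nM preincubated with compounds 15 min at room temperature; reaction started with fluorescent substrate (50 nM final) and read kinetically at 0 and 10 min.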
APEX1 inh – qHTS Assay for Inhibitors of the Human Apurinic/apyrimidinic Endonuclease 1 (APE1); 350,000 compounds, 0.35% hits; AID 2517, 2012; Potency, µM (highest dose often 65.8 µM), for inactives: at the top dose activity change, negative = inhibition, most hits filed as inhibitors; DNA repair nuclease/redox regulator APEX1 (Homo sapiens), P27695; recombinant APE1, TAMRA/BHQ-2 abasic DNA cleavage fluorescence;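 also: plate controls were vehicle for no effect and reference inhibitor for full effect; nearly all actives have a fitted effect of over 55% in size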
Target sequence (P27695 whole entry, looked up): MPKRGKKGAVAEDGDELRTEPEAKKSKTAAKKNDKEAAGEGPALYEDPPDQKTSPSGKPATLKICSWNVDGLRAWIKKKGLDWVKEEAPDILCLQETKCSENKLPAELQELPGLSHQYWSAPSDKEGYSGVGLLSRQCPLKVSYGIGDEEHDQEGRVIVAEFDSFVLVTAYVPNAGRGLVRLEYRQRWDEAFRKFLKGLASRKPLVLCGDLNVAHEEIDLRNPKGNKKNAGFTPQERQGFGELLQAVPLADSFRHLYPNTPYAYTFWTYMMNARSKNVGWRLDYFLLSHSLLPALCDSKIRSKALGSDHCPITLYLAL
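Incision of a quenched TAMRA/BHQ-2 THF abasic-site duplex (50 nM) by 0.75 nM APE1, after 15 min compound preincubation, measured as fluorescence increase over three 60 s reads. Values normalized to buffer, DMSO and NSC13755 control wells.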
G9a inh – qHTS Assay for Inhibitors of Histone Lysine Methyltransferase G9a | G9a H3K9 monomethylation, AlphaScreen, 2 h | Potency, µM (highest dose often 102 µM), without a hit: at the highest dose activity, negative = inhibition, actives largely listed as inhibitors | 350,000 compounds, 8.8% hits | Histone-lysine N-methyltransferase EHMT2 (Homo sapiens), Q96KQ7; also: % is scaled to controls: 0 for no effect and ±100 for the full control effect; nearly all actives have a fitted effect of over 75% in size
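AlphaScreen detection with an anti-monomethyl H3K9 antibody quantified product after a 2 h room-temperature reaction containing 500 nM biotinylated H3K9 peptide, 20 µM SAM and 20 nM enzyme, which had been preincubated 15 min with compound.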
BAZ2B inh – qHTS Assay for Inhibitors of BAZ2B. Bromodomain adjacent to zinc finger domain protein 2B (Homo sapiens), Q9UIF8. AlphaScreen BAZ2B-H3K14Ac peptide displacement. 360,000 compounds, 4.4% hits. AID 504333, 2011. Potency, µM (highest dose often 114 µM), without a hit: at the top dose activity change, negative = inhibition, usual class: inhibitors; also: % is scaled to controls: 0 for no effect and ±100 for the full control effect; nearly all actives have a fitted effect of over 60% in size
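AlphaScreen displacement: compounds (up to 110uM) incubated 30 min at room temperature with a preformed 50 nM BAZ2B/50 nM biotinylated H3K14Ac peptide complex in PBS pH 7.4 with Tween-20. Donor and acceptor beads at 10 ug/mL final added, 20 min light-protected before reading.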
Pol beta inh – qHTS Assay for Inhibitors of DNA Polymerase Beta; Potency, µM (highest dose often 114 µM), without a hit: top-dose activity change, negative = inhibition, usual class: inhibitors; 340,000 compounds, 1.3% hits; P06746; AID 485314, 2010; Pol beta primer extension/strand displacement, fluorescence kinetic; also: % is scaled to controls: 0 for no effect and ±100 for the full control effect
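Human Pol beta at 10 nM; strand-displacement substrate 50 nM final. Compound exposure 15 min at room temperature before start, reaction 10 min at room temperature.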
JMJD2A Tudor inh – qHTS Assay for Inhibitors of JMJD2A-Tudor Domain. AID 504339, 2011. Potency, µM (doses to about 114 µM), inactives show at the highest dose activity change, negative = inhibition, most hits filed as inhibitors. AlphaScreen JMJD2A-Tudor / H3K4me3 peptide binding. Lysine-specific demethylase 4A (Homo sapiens), O75164. 390,000 compounds, 4.4% hits; also: % is scaled to controls: 0 for no effect and ±100 for the full control effect; nearly all actives have a fitted effect of over 50% in size
BLM helicase inh – qHTS Assay for Inhibitors of Bloom's syndrome helicase (BLM); recombinant BLM DNA unwinding, fluorescence dequenching; AID 2528, 2010; Potency, µM (doses to about 56.1 µM), without a hit: at the highest dose activity change, negative = inhibition, usual class: inhibitors; 350,000 compounds, 0.2% hits; RecQ-like DNA helicase BLM (Homo sapiens), P54132;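 also: plate controls were vehicle for no effect and no enzyme for full effect; nearly all actives have a fitted effect of over 35% in size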
Numbers without * were called inactive; & = joins results of further samples; ! = a repeat was not active; [ ] = remark or other dose. Calls follow the shape of the dose curve; as a rule, active = well fitted curve in the direction sought with a large enough effect; inconclusive = small, poorly fitted or top-dose-only effect, or another doubt; inactive = no such curve, though single readings can be large; an effect the other way counts as inactive or inconclusive. Potency is read from the fitted curve at half-maximal effect. An excerpt (hit frequency here may not be typical).

Results for O=[N+]([O-])c1ccc(N2CC2)c([N+](=O)[O-])c1 ?
Pol iota inh: 7%; Pol kappa inh: -3%; POLH inh: -8%; JMJD2A Tudor inh: -14%

How did CCN(CC(=O)Nc1ccccc1C(F)(F)F)C(=O)Cn1c(=O)cnc2ccccc21 do in these assays?
Pol iota inh: 2%; Pol kappa inh: 11%; POLH inh: 1%; APEX1 inh: -8%; G9a inh: inconclusive; BAZ2B inh: 1%; JMJD2A Tudor inh: -17%

Results for CN/C=C(/Cl)P(=O)(OC(C)C)OC(C)C ?
Pol iota inh: 15%; Pol kappa inh: -1%; POLH inh: -4%; JMJD2A Tudor inh: -7%

What do the screens show for `CN(C)CCN=Cc1c(O)n(-c2cccc3ccccc23)c(=O)[nH]c1=O`?
Pol iota inh: 23%; Pol kappa inh: 0%; POLH inh: -11%; APEX1 inh: -2%; G9a inh: -32%[12.7 µM]; BAZ2B inh: -1%; Pol beta inh: -21%; JMJD2A Tudor inh: -9%; BLM helicase inh: 0%

What do the screens show for `O=C(Oc1c(Cl)cc(Cl)c2ccccc12)N1CCCCC1`?
Pol iota inh: 2%; Pol kappa inh: -17%; POLH inh: -11%; APEX1 inh: 8%; G9a inh: -6%[12.7 µM]; BAZ2B inh: 46%[activator]; Pol beta inh: -13%; JMJD2A Tudor inh: 23%; BLM helicase inh: -4%

What do the screens show for `CC(=O)OC1C2(CC3N4C(=O)C5(CO)SSC4(CC31O)C(=O)N5C)OC(C)C(C)(C)C2=O` (stereo unspecified)?
Pol iota inh: inconclusive; Pol kappa inh: -20%; POLH inh: -17%; JMJD2A Tudor inh: -18%

What do the screens show for `CC(C)n1cnc2c(C(=O)N[C@H]3CN4CCC3CC4)cc(Cl)cc21`?
Pol kappa inh: 7%&-11%[19.4 µM]; APEX1 inh: 1%&-1%; G9a inh: 28%[59 µM]; BLM helicase inh: -8%

Results for CCC(C)C12CN3CCN(CC(C)(C3)C1O)C2 (stereo unspecified) ?
Pol iota inh: 23%; Pol kappa inh: -14%; POLH inh: -8%; APEX1 inh: 0%; G9a inh: 25%; BAZ2B inh: -17%; Pol beta inh: -8%; JMJD2A Tudor inh: 10%; BLM helicase inh: -7%

How did [N-]=[N+]=NCCN1CCC(O)CCC1=O (stereo unspecified) do in these assays?
Pol iota inh: 5%&18%; Pol kappa inh: -5%&8%; POLH inh: -8%; APEX1 inh: 24%; G9a inh: 22%; BAZ2B inh: 3%; Pol beta inh: -2%; JMJD2A Tudor inh: -4%; BLM helicase inh: -1%

What do the screens show for `O=C(NC1CC1)c1cn(Cc2ccccc2)nc1-c1ccccc1`?
Pol iota inh: -25%; Pol kappa inh: -5%; POLH inh: -14%; APEX1 inh: 19%; G9a inh: -2%; BAZ2B inh: 1%; JMJD2A Tudor inh: -3%

How did CC1=NN(c2ccccc2)C(=O)C1/C=C1\C(=O)NC(=O)N(c2cc(C)cc(C)c2)C1=O (stereo unspecified) do in these assays?
Pol iota inh: inconclusive; Pol kappa inh: -5%; POLH inh: -11%; APEX1 inh: -3%; G9a inh: inconclusive; BAZ2B inh: inconclusive; Pol beta inh: -8%; JMJD2A Tudor inh: -30%; BLM helicase inh: 1%

How did Cc1c(O)ccc(C(=O)CN2CC(C)OC(C)C2)c1O (stereo unspecified) do in these assays?
Pol iota inh: -18%; Pol kappa inh: -18%; POLH inh: -8%; APEX1 inh: -13%; G9a inh: inconclusive; BAZ2B inh: -17%; Pol beta inh: 47%; JMJD2A Tudor inh: -18%; BLM helicase inh: -2%

Results for COc1ccc(-c2coc3cc(OC(=O)N4CCOCC4)ccc3c2=O)cc1 ?
Pol iota inh: 3%; Pol kappa inh: 3%; POLH inh: -7%; APEX1 inh: inconclusive; G9a inh: -11%[59 µM]; BAZ2B inh: 0%; Pol beta inh: inconclusive; JMJD2A Tudor inh: -10%; BLM helicase inh: -9%

What do the screens show for `Cc1ccc(-c2ccc(=O)n(CC(=O)N3CCC4(CC3)OCCO4)n2)cc1`?
Pol iota inh: -4%; Pol kappa inh: -1%; POLH inh: -7%; APEX1 inh: 0%; G9a inh: 6%[59 µM]; BAZ2B inh: 0%; Pol beta inh: 19%; JMJD2A Tudor inh: -16%; BLM helicase inh: 1%

What do the screens show for `CCCCC/C=C\C/C=C\C/C=C\C/C=C\CCCC(=O)NCC(=O)O`?
Pol iota inh: 2.2µM*; Pol kappa inh: 7.5µM*!; POLH inh: 0.5µM*; APEX1 inh: inconclusive; G9a inh: 12µM*!; Pol beta inh: 1.4µM*; BLM helicase inh: -12%&-2%

What do the screens show for `Cc1cccc(-c2nn3c(=O)cc(CN4CCN(C(=O)COc5ccc(Cl)cc5)CC4)nc3s2)c1`?
Pol iota inh: inconclusive; Pol kappa inh: -3%[60.1 µM]; POLH inh: -6%; G9a inh: -31%[59 µM]; BAZ2B inh: 3%; Pol beta inh: 19%; JMJD2A Tudor inh: -6%; BLM helicase inh: -3%

Results for C/C(=N\NC(=O)c1ccccc1O)c1c(O)n(Cc2ccccc2)c(=O)[nH]c1=O ?
Pol iota inh: -10%; Pol kappa inh: -5%; POLH inh: -25%; APEX1 inh: -4%; BAZ2B inh: 5%; Pol beta inh: 21%; JMJD2A Tudor inh: -16%; BLM helicase inh: -5%

What do the screens show for `CCN(CC)C(=O)CN1CCN(c2ccccc2F)CC1`?
Pol iota inh: 31%; Pol kappa inh: -3%; POLH inh: -10%; APEX1 inh: -2%; G9a inh: 32µM*; BAZ2B inh: inconclusive; Pol beta inh: 11%; JMJD2A Tudor inh: 8.9µM*; BLM helicase inh: -1%

How did COc1ccccc1CCNCc1ccc(OC)c(OC)c1OC do in these assays?
Pol iota inh: 3%; Pol kappa inh: -4%; POLH inh: 4%; APEX1 inh: 2%; BAZ2B inh: 40µM*; Pol beta inh: 7%; JMJD2A Tudor inh: 20µM*; BLM helicase inh: 5%

How did O=C1NC(=O)C(=Cc2ccc3ccccc3c2)C(=O)N1 do in these assays?
Pol iota inh: inconclusive; Pol kappa inh: -14%; POLH inh: 13%; APEX1 inh: -3%; G9a inh: -40%[12.7 µM]; BAZ2B inh: -2%; Pol beta inh: 2%; JMJD2A Tudor inh: -19%; BLM helicase inh: -1%

How did COc1cccc(-c2nc(CS(=O)CC(=O)N3CCC4(CC3)OCCO4)c(C)o2)c1 (stereo unspecified) do in these assays?
Pol iota inh: 19%; Pol kappa inh: 3%; POLH inh: -4%; APEX1 inh: 0%; G9a inh: 0%[0.0925 µM]; BAZ2B inh: inconclusive; Pol beta inh: 8%; JMJD2A Tudor inh: -14%; BLM helicase inh: -1%

Results for CC(C)n1c(=O)c(C=Nc2ccc(S(N)(=O)=O)cc2)c(O)n(Cc2ccco2)c1=O ?
Pol iota inh: inconclusive; Pol kappa inh: -18%; POLH inh: -12%; APEX1 inh: inconclusive; G9a inh: inconclusive; BAZ2B inh: inconclusive; Pol beta inh: 0%; JMJD2A Tudor inh: -21%; BLM helicase inh: -4%

Results for CC[C@@]1(O)C(=O)OCc2c1cc1n(c2=O)-c2cc3ccccc3nc2C1 ?
Pol kappa inh: 5%[60.1 µM]; APEX1 inh: inconclusive; G9a inh: 23%[59 µM]; BLM helicase inh: 3%&4%

How did CCCCCCCCc1[se]c2ccccc2c1[Se]c1ccccc1 do in these assays?
Pol kappa inh: -7%[60.1 µM]; APEX1 inh: -6%; G9a inh: -2%[59 µM]; BLM helicase inh: 1%[75.6 µM]

Results for CC(C)OC12Oc3ccccc3C=C1N1CCC2CC1 (stereo unspecified) ?
Pol iota inh: -5%; Pol kappa inh: -13%; POLH inh: -9%; APEX1 inh: 14%; G9a inh: inconclusive; BAZ2B inh: -3%; Pol beta inh: 30%; JMJD2A Tudor inh: -10%; BLM helicase inh: 0%

How did COc1ccccc1-n1c(O)c(/C=N/N2CCCCC2)c(=O)n(-c2ccccc2OC)c1=S do in these assays?
Pol iota inh: 60%[activator]; Pol kappa inh: -6%; POLH inh: -18%; APEX1 inh: 13%; BAZ2B inh: -22%; Pol beta inh: -14%; JMJD2A Tudor inh: -9%; BLM helicase inh: -1%

Results for Cc1ccc(NC(=O)C2CCN(C(=O)c3cnn(-c4ccccc4)c3-n3cccc3)CC2)cc1Cl ?
Pol iota inh: 7%; Pol kappa inh: -22%; POLH inh: -16%; G9a inh: -1%[59 µM]; BAZ2B inh: -16%; Pol beta inh: inconclusive; JMJD2A Tudor inh: inconclusive; BLM helicase inh: -15%

Results for C[C@@H]1CN(C2CCC(C#N)(c3ccc(F)cc3)CC2)CC[C@]1(C(=O)O)c1ccccc1 (stereo partly specified) ?
Pol iota inh: -1%; Pol kappa inh: 9%; POLH inh: -5%; APEX1 inh: 22%; G9a inh: -32%[59 µM]; BAZ2B inh: 8%; JMJD2A Tudor inh: -10%

Looked up by compound from the list above (2):
Results for CC[C@@]1(O)C(=O)OCc2c1cc1n(c2=O)-c2cc3ccccc3nc2C1 ?
Pol kappa inh: 5%[60.1 µM]; APEX1 inh: inconclusive; G9a inh: 23%[59 µM]; BLM helicase inh: 3%&4%

How did CCCCCCCCc1[se]c2ccccc2c1[Se]c1ccccc1 do in these assays?
Pol kappa inh: -7%[60.1 µM]; APEX1 inh: -6%; G9a inh: -2%[59 µM]; BLM helicase inh: 1%[75.6 µM]

Assay outcomes: PubChem BioAssay, National Center for Advancing Translational Sciences (NCATS)
